Screens: PubChem BioAssay, several laboratories
GLD-1 TGE inh: GLD-1-TGE RNA interaction inhibition (C. elegans); Q17339; purified GLD-1 + fluorescein TGE RNA, fluorescence polarization; inhibition, % at 5.96 µM; 0.44% of 320,000 active; AID 2280;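 active means percent inhibition above a per-plate cutoff, the plate mean of test compounds plus 3 SD, cut at about 30% in these data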;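 further: 0% = DMSO wells with GLD-1 and probe and 100% = wells lacking GLD-1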
MCL1 BIM primary: disrupts human MCL1 binding to BIM-BH3 peptide. Q07820. GST-MCL1 / FITC-Bim-BH3 fluorescence polarization. inhibition, % at 10.9 µM. 0.68% of 320,000 active. AID 2057;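 active means inhibition above the mean inhibition of all tested compounds plus 3 SD, set per campaign, cut at about 40% in these data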;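 further: 0% = DMSO wells and 100% = unlabeled Bim-BH3 peptide control; higher means more loss of mP so more displacement of Bim peptide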
BCLXL inh: Bcl-xL (human) inhibition | Q07817 | GST-Bcl-xL / FITC-Bim BH3 peptide fluorescence polarization | inhibition, % at 10.9 µM | 0.7% of 320,000 active | AID 2129;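 active means inhibition above the mean of all tested compounds plus 3 SD, cutoff set per campaign, cut at about 30% in these data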;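 further: 0% = DMSO wells and 100% = unlabeled Bim-BH3 peptide competitor; inhibitors lower millipolarization by displacing the labeled peptide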
GSTO1 inh: counter-screen for RBBP9 inhibitors: inhibitors of human GSTO1; AID 1974; recombinant GSTO1, activity-based probe fluorescence polarization; inhibition, % at 5.96 µM; P78417; 1.1% of 300,000 active;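 active means inhibition above the campaign mean inhibition plus 3 SD, cut at about 35% in these data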;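 further: 0% = GSTO1-1 with DMSO and 100% = wells lacking GSTO1-1 enzyme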
Target sequence (P78417 whole entry, looked up): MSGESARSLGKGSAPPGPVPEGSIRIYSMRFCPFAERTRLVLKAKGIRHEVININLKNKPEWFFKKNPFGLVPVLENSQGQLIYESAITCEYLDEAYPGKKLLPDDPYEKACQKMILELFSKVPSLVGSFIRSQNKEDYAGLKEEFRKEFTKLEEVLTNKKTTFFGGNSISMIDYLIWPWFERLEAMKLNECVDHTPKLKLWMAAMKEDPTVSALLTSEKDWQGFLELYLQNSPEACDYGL
TPT1 inhibitor: C. albicans TPT1 enzyme inhibition; recombinant caTPT1, FP RNA substrate dephosphorylation; inhibition, % at 5 µM; 0.81% of 300,000 active; AID 1962;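 active means inhibition above the mean of all tested compounds plus 3 SD, set per screening campaign, cut at about 24% in these data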;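 further: plate controls were DMSO alone for no effect and ferristatin control at 100 nM for full effect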
Fam108B counter: Fam108B inhibition, counter-screen for RBBP9 inhibitors. recombinant Fam108B, FP-Rh probe fluorescence polarization. inhibition, % at 9.51 µM. 0.33% of 300,000 active. AID 1947;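 active means inhibition above the screen mean inhibition plus 3 SD, computed separately per campaign, cut at about 18% in these data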;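 further: inhibitors lower polarization as less probe binds the enzyme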
MEX-5 binding: C. elegans MEX-5 TCR-2 RNA binding activity; 0.38% of 300,000 active; activity score (negative = inhibition of binding), % at 10 µM; MEX-5/FITC-TCR2 RNA binding, fluorescence polarization; hits give low values;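 active means inhibition past about -25% in most replicates, and total fluorescence under double the plate's negative control median, limit read from the data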;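 further: 0% = DMSO and -100% = 5 µM competing unlabeled TCR2 RNA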
PAD4 FP inh: PAD4 (human) enzyme inhibition. recombinant PAD4, RCA probe fluorescence polarization. inhibition, % at 6.36 µM. 0.41% of 330,000 active. AID 485272;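 active means percent inhibition above a cutoff equal to the mean of all tested compounds plus 3 SD, cut at about 15% in these data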;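 further: 0% = PAD4 with RCA probe and DMSO and 100% = probe without PAD4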
Target sequence (Q9UM07 whole entry, looked up): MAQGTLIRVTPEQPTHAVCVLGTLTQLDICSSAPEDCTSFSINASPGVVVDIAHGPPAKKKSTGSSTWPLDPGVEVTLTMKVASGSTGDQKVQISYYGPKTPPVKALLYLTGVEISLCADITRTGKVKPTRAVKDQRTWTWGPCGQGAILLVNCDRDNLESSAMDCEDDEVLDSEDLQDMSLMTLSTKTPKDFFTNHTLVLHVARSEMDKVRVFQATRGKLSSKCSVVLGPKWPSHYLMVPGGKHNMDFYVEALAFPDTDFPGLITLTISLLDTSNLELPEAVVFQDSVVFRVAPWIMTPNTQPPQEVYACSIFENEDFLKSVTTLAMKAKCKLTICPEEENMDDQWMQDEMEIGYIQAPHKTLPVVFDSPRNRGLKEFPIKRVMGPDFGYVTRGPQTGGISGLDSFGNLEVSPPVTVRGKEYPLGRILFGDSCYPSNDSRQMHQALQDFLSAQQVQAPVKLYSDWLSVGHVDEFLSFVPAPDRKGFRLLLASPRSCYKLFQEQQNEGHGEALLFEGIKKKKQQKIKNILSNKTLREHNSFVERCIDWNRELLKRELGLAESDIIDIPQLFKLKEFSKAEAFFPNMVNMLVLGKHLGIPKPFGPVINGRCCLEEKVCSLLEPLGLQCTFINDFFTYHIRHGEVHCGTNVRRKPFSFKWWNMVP
PME-1 primary: PME-1 (human) inhibition; AID 2130; inhibition, % at 5.9 µM; recombinant PME-1, FP-Rh probe fluorescence polarization; 0.53% of 320,000 active;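 active means inhibition above the campaign mean of all compounds plus 3 SD, cut at about 26% in these data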;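 further: competitive labeling of PME-1 active site by serine hydrolase directed probe; 0% = PME-1 with DMSO and 100% = wells lacking PME-1 enzyme; inhibitors block probe labeling so polarization falls and inhibition rises; many of its hits are not listed in these tables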
Numbers without * were called inactive; x = no result given.

SMILES	GLD-1 TGE inh	MCL1 BIM primary	BCLXL inh	GSTO1 inh	TPT1 inhibitor	Fam108B counter	MEX-5 binding	PAD4 FP inh	PME-1 primary
CNc1ccc(Br)cc(C(=O)/C=C/c2cc(OC)ccc2OC)c1=O	-6.7	-35.0	-16.6	40.0*	65.7*	8.3	-1.6	-1.4	18.4
N#Cc1nc(COc2ccc(F)cc2)oc1NCCN1CCOCC1	7.9	6.5	5.0	4.0	-6.2	-2.4	0.9	-0.8	0.0
COc1ccc(S(=O)(=O)N2CCN(C(=O)c3ccco3)CC2)c(C)c1C	8.6	10.4	4.3	2.8	-3.2	-3.6	2.7	1.1	0.9
COc1ccc(NS(=O)(=O)c2ccc(NC(=O)c3ccccn3)cc2)cc1	-6.0	-1.8	-3.8	x	x	x	x	-2.8	-0.9
CN1CCN(C(=O)C2=C[C@@H](c3coc4ccccc4c3=O)C[C@@H](OCCCCO)O2)CC1	1.5	5.7	8.2	-0.9	-1.1	-0.2	0.1	-2.6	3.7
Cc1ccc(NS(=O)(=O)c2ccc(-c3csc(C)n3)s2)c(C)c1	-9.0	-5.3	-1.0	-1.5	-1.9	-5.6	1.9	-1.1	-3.0
O=C(Nc1ccccc1)C1CC(O)CN1S(=O)(=O)c1ccc([N+](=O)[O-])cc1 (configuration not stated)	3.0	-9.5	-2.6	6.4	2.4	0.8	1.3	0.0	-2.3
CC(=O)Nc1nnc(SCC(=O)NC2CCCC2)s1	5.4	4.0	6.7	1.2	1.1	0.0	1.6	-0.1	-2.8
COC(=O)c1sc(SC)nc1N	1.3	-5.3	-1.0	11.6	6.5	1.6	1.4	-3.1	0.7
Cc1cccc(NC(=S)NCC(C)CSc2ccc(Cl)cc2)c1 (configuration not stated)	7.8	1.2	1.1	-7.4	2.3	-38.6	1.1	0.9	-34.1
Cc1ccc2nc(/C(C#N)=C/c3ccc(-c4cccc([N+](=O)[O-])c4)o3)[nH]c2c1	-33.6	-123.2	-64.9	22.0	76.2*	-4.2	x	2.8	5.2
NC(=O)c1cc[n+](CC(=O)NC(=O)Nc2ccccc2)cc1	3.1	1.4	5.7	x	x	x	x	0.6	0.7
NS(=O)(=O)c1ccc(Nc2nc(-c3ccc4ccccc4c3)cs2)cc1	1.1	3.0	3.6	-10.3	-2.5	15.0	-1.9	-7.8	11.1
Cc1ccc(N(C(=O)Cn2nnc(-c3ccccc3)n2)C(C(=O)NC2CCCCC2)c2ccccn2)cc1C (configuration not stated)	3.3	0.6	3.7	-0.1	-2.8	2.4	1.2	2.8	-0.4
N#C/C(=C/c1cccc([N+](=O)[O-])c1)c1nnc2n1CCCCC2	-1.9	-6.1	-1.9	-0.5	-6.8	0.3	0.0	2.3	-2.4
Cc1cc(NC(=O)CSc2nnc(C3COc4ccccc4O3)n2C)no1 (configuration not stated)	-2.6	5.0	1.7	-6.2	-1.6	-3.7	4.6	-2.9	-2.2
Cc1cc(C)nc(N2CCCC(C(=O)NC(C)CCc3ccco3)C2)n1 (configuration not stated)	5.1	4.3	2.3	-4.3	0.5	-0.9	0.1	-3.4	-1.6
CCOC(CCNC(=O)c1cn(CCOC)c(=O)c2c1c1ccccc1n2C)OCC	2.9	1.7	2.0	1.7	-1.6	-4.3	-1.1	3.6	-6.4
CC(C)Nc1nc(NC(C)C)nc(N(C#N)CCOc2ccc(Cl)cc2Cl)n1	-0.5	-1.5	0.1	-3.2	-0.2	-10.4	1.2	4.9	-7.7
O=C(c1ccncc1)N(c1ccc2oc3c(c2c1)CCCC3)S(=O)(=O)c1ccc(F)cc1	4.5	16.0	6.9	4.5	-2.3	-5.9	1.2	-4.9	-8.5
O=C(CNC(=O)c1ccccc1F)N/N=C/c1cc(Br)ccc1OCc1ccccc1	-3.6	3.3	1.8	6.6	2.8	-24.7	2.5	-3.0	-39.9
C/C(=N\NC(=O)c1ccc(CN2CCc3ccccc3C2)cc1)c1ccccc1O	-2.8	-0.3	-0.4	-3.4	-2.1	2.8	0.3	3.2	-7.9
Cc1oc(CC(C)C)cc1C(=O)Nc1cccc2ccccc12	4.8	-1.2	2.3	2.7	0.5	-1.6	0.9	0.0	7.4
O=C(CCCCn1c(=O)c2ccccc2n(Cc2ccccc2F)c1=O)NC1CCN(Cc2ccccc2)CC1	7.7	5.0	1.5	18.1	0.6	-1.6	-4.7	1.2	3.3
COc1ccc(C(=O)NNC(=O)CSc2nnc(-c3cccnc3)n2C)cc1	-0.4	7.0	4.7	2.8	-0.6	-1.7	-1.4	0.9	-2.8
Additional records
SMILES	GLD-1 TGE inh	MCL1 BIM primary	BCLXL inh	GSTO1 inh	TPT1 inhibitor	Fam108B counter	MEX-5 binding	PAD4 FP inh	PME-1 primary
Cc1cccc(NC(=O)CSc2nnc(-c3ccco3)o2)c1	1.6	11.8	5.6	6.1	-0.5	-1.4	1.0	-2.2	-1.8
CCOC(=O)c1cnc2c(OC)cccc2c1Nc1ccc2c(c1)OCCO2	-7.3	-13.0	-5.0	2.3	5.0	-3.3	1.2	1.6	8.6
Cc1c2n(c3ccccc13)CCC2=O	4.2	1.0	0.9	-6.6	1.2	-5.1	2.4	3.8	-7.3
O=C1CC(N2CCN(c3ccccn3)CC2)C(=O)N1c1ccc(Cl)cc1 (configuration not stated)	4.1	7.4	4.9	5.3	-0.8	0.6	0.1	-4.2	-4.4
COc1cc(CN(C(=S)NCC(=O)O)C2CCCC2)cc(OC)c1OC	1.4	10.8	6.3	8.8	-4.5	1.6	-1.3	0.5	-1.9
CCN(CC(=O)NC1CCS(=O)(=O)C1)C(=O)c1cc(OC)c(OC)c(OC)c1 (configuration not stated)	5.5	-3.2	-4.0	x	x	x	x	-2.7	0.7
CC(=O)Nc1ccc2oc(C)nc2c1	-10.7	4.2	2.5	-2.0	-2.4	0.2	-1.2	-2.8	0.8
COc1ccc(/C=C(/NC(=O)c2ccco2)C(=O)N2CCCCCC2)cc1OC	3.2	-2.9	-6.9	2.2	0.0	3.3	2.4	7.6	-0.6
CCC(=O)N1CCN(CCN=CC2=C(O)CC(C)(C)CC2=O)CC1	7.6	-1.4	-1.2	3.2	-1.1	-1.8	0.3	-4.7	2.8
O=C(CC1C(=O)NCCN1CC1CCCCC1)NCc1cccc(F)c1F (configuration not stated)	4.8	6.3	6.1	1.9	-3.1	-2.5	0.5	-5.6	4.4
CC[n+]1cc(C)ccc1/C=C/c1ccc(N(C)C)cc1	1.8	-30.5	-19.6	-10.2	29.6*	-26.5	39.0	-13.6	-33.9
COc1ccc(-c2nc(-c3cccnc3)no2)cc1	7.0	9.8	5.2	9.3	3.9	-2.3	3.4	-0.7	-4.8
CCOC(=O)c1cc(C)n(-c2c(C)n(C)n(-c3ccccc3)c2=O)c1C	7.4	-2.6	-0.8	3.4	-0.7	4.0	-2.2	-3.6	-2.9
CCOc1cc(CNn2cn[nH]c2=S)cc(Cl)c1OCc1ccccc1F	3.5	-8.0	-12.7	-5.5	-2.7	2.4	1.2	3.0	-3.3
Cc1ccc(C)c(NC(=O)COC(=O)Cn2c(C)csc2=O)c1	5.3	-5.9	-2.6	10.1	-1.2	-3.4	1.1	-4.3	-1.0
C=CCN(Cc1ccc(Cl)s1)C(=O)c1cc(S(=O)(=O)N2CCOCC2)ccc1F	3.4	1.1	8.2	x	x	x	x	8.1	7.8
Cc1ccc(C(=O)Nc2cccc(C(=O)O)c2)cc1S(=O)(=O)N1CCOCC1	1.0	4.8	4.7	-3.0	-0.7	-1.4	0.3	-2.6	-1.2
Brc1ccc(-c2nnc(-c3ccccc3Br)o2)cc1	2.9	2.9	5.0	-4.7	-0.6	-3.9	-5.8	-4.3	-3.3
Cc1ccc(NC(=O)c2ccc(CSc3ccccn3)cc2)cc1	6.3	12.0	8.8	-0.7	-2.2	-0.5	1.2	0.2	2.0
COc1cc(/C=C/C(=O)O)cc(S(=O)(=O)NC2CCCC2)c1OC	3.0	1.5	6.0	5.2	0.2	-1.9	-0.6	-2.2	5.7
Cc1ccc(CN(C(=O)c2sc3ccccc3c2Cl)C2CCS(=O)(=O)C2)cc1 (configuration not stated)	-1.2	4.6	3.2	4.5	-5.5	2.5	0.6	-0.9	0.6
O=C(CSc1nccc(=O)[nH]1)Nc1cc(C(F)(F)F)ccc1N1CCOCC1	3.5	4.4	-1.0	1.1	1.9	-2.6	1.5	1.1	-7.6
Cc1cc(=O)c2ccc(C(F)(F)F)cc2[nH]1	-1.9	10.4	3.4	-12.2	-1.8	3.8	0.3	5.9	-1.7
CC(C)(C)OC(=O)NCCCC[C@@H](C(=O)N1CCN(C(=O)OC(C)(C)C)CC1)n1cc(C(CO)NC(=O)OC(C)(C)C)nn1 (some centres not stated)	2.8	-2.1	1.8	-1.7	-0.9	-1.3	0.8	-1.4	2.1
COc1cc(OC)cc(-c2c(-c3cccs3)c3cc(-c4ccc(OC)c(F)c4)ccc3n2C)c1	1.5	2.8	1.4	x	x	x	x	4.0	-6.0
New compounds follow
SMILES	GLD-1 TGE inh	MCL1 BIM primary	BCLXL inh	GSTO1 inh	TPT1 inhibitor	Fam108B counter	MEX-5 binding	PAD4 FP inh	PME-1 primary
COc1ccc(N2CCN(C(=O)CCN3C(=S)NC(C)(C)CC3C)CC2)cc1 (configuration not stated)	6.8	5.8	5.2	-5.9	1.5	0.2	2.5	-2.5	-1.1
Cc1ccc(C)c(S(=O)(=O)N2CCN(C(=O)c3cccn3C)CC2)c1	1.1	3.7	0.5	-0.4	-1.3	5.8	1.7	-6.6	5.7
Cc1cc(C(=O)N2CCCC(Nc3ccc(F)cc3)C2)c(C)o1 (configuration not stated)	9.9	3.7	-1.7	-3.6	-0.7	1.4	-2.2	0.2	4.4
COc1ccc(C(=O)COC(=O)CNC(=O)C2CCCCC2)c(OC)c1	3.8	-1.6	0.3	8.1	5.4	-3.0	1.4	-2.7	4.9
COc1ccc(S(=O)(=O)N(CC(C)C)CC(C)C)c2cccnc12	3.1	-2.7	-0.9	1.6	0.7	-1.3	1.6	-1.1	-4.8
COc1ccc(C(C)=O)cc1CSc1nnc(Nc2ccc(C)cc2)s1	6.2	6.1	4.6	-10.1	-2.2	11.6	-0.6	-2.7	12.0
CC(OC(=O)Cc1cccc(C(F)(F)F)c1)C(=O)Nc1ccc(Cl)cn1 (configuration not stated)	4.2	3.0	1.4	4.0	3.6	-1.4	-1.3	-1.8	-3.1
Cc1cccc(N2CC(C(=O)Nc3nc4ccc(S(C)(=O)=O)cc4s3)CC2=O)c1C (configuration not stated)	-3.6	12.2	7.2	1.2	-0.1	-1.6	0.2	2.2	1.2
O=C(OCC(=O)N1CCCC1)c1ccccc1OCc1ccccc1	0.2	6.2	2.7	10.1	-6.6	-0.1	1.7	-0.1	0.4
Cc1cccc(NC(=S)N/N=C/c2c[nH]c3ccccc23)c1	7.9	14.0	9.2	-4.9	-3.0	22.3*	-5.0	-4.4	38.5*
N#C/C(=C\C1CC=CCC1)c1nc2ccccc2[nH]1 (configuration not stated)	5.4	3.3	10.6	4.3	1.6	-1.2	2.5	-6.5	-5.8
CCC(=O)n1nc(-c2cccnc2)nc1NCc1cccs1	6.1	5.3	3.1	9.5	-3.1	2.9	1.3	-1.9	-6.5
CCN(CC)S(=O)(=O)c1cccc(C(=O)NC2=NCCS2)c1	3.6	3.7	3.6	-3.5	1.6	-0.4	-1.4	-0.7	5.7

An excerpt, so the mix of outcomes need not match the whole.
